Assay outcomes as filed in PubChem.
aGal spleen mod: qHTS Assay for Inhibitors and Activators of Human alpha-Galactosidase From Spleen Homogenate; Alpha-galactosidase A (Homo sapiens), P06280; human spleen homogenate, 4MU-alpha-Gal fluorescence, 40 min; Potency, µM (series often up to 80 µM), for inactives: at the highest dose activity change, negative = inhibition, actives largely listed as inhibitors; actives 0.008% (n = 240,000);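 also: 0% = enzyme with vehicle and -100% = no enzyme basal signal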
Target sequence (P06280 32-429 limits assumed): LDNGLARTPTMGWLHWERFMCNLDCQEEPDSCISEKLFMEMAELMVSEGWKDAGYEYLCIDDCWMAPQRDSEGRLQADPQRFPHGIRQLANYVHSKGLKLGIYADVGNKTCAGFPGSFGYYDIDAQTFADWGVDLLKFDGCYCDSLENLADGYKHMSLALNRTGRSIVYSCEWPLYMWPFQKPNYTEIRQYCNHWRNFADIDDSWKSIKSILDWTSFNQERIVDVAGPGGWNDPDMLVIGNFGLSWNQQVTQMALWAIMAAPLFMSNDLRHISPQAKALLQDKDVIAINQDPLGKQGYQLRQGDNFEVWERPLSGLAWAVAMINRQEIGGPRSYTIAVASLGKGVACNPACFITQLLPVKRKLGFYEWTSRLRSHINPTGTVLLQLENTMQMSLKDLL
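Human spleen homogenate (1 ug) was the enzyme source, with 4-methylumbelliferyl-alpha-D-galactopyranoside (1 mM final) in pH 5.0 citrate buffer with 0.01% Tween-20. Compounds were titrated; after 40 min at 37C, NaOH/glycine stop, 4-MU fluorescence read; AC50 from Hill fits.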
Tau fibril FP: qHTS for Inhibitors of Tau Fibril Formation, Fluorescence Polarization; Microtubule-associated protein tau (Homo sapiens), P10636; K18 P301L tau heparin fibrillization, Alexa594 FP, 6 h; Potency, µM (top dose mostly 57.7 µM), for the others: top-dose activity, negative = inhibition, most hits filed as inhibitors; actives 0.39% (n = 280,000); also: nearly all actives have a fitted effect of over 55% in size
Target sequence (P10636 561-689 P618L limits assumed): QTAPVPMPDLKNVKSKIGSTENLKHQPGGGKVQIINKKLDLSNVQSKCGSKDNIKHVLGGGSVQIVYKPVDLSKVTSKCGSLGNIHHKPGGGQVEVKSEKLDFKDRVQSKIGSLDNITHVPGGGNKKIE
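Steps: dispense K18 P301L tau (15 uM plus 0.24 uM Alexa 594 tracer, final) in pH 7 sodium acetate; add compound; add heparin (20 uM final); incubate 6 hr, 37 C; add ThT (30 uM final); after 1 hr ambient, read FP.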
TRb-SRC2 inh: qHTS for Inhibitors of the Interaction of Thyroid Hormone Receptor and Steroid Receptor Coregulator 2; actives 0.065% (n = 280,000); AID 1469, 2008; TRbeta-SRC2 peptide binding, fluorescence polarization; receptor liganded with 1 µM T3; Potency, µM (series often up to 106 µM), for the others: at the top dose activity change, negative = inhibition, most hits filed as inhibitors; Thyroid hormone receptor beta (Homo sapiens), P10828;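 also: plate controls were bound peptide for no effect and peptide without receptor for full effect; nearly all actives have a fitted effect of over 50% in size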
Target sequence (P10828 whole entry, looked up): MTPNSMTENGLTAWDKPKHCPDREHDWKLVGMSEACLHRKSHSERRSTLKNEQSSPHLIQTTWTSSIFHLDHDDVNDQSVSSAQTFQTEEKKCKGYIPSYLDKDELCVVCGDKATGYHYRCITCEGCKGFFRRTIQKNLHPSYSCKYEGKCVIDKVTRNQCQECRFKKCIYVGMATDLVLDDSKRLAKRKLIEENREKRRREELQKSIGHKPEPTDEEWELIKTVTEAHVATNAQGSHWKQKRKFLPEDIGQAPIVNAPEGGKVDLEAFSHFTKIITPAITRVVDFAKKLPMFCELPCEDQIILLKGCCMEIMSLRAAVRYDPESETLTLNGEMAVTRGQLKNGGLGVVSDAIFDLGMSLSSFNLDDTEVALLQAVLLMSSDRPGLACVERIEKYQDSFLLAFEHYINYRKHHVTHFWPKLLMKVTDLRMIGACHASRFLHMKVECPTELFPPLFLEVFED
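Read-out is fluorescence polarization (555 nm excitation, 632 nm emission) of a Texas Red SRC2 coactivator peptide; loss of signal reflects blocked binding to human TRb ligand-binding domain in the presence of 1 uM T3.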
ALDH1A1 inh: qHTS Assay for Inhibitors of Aldehyde Dehydrogenase 1 (ALDH1A1). Aldehyde dehydrogenase 1A1 (Homo sapiens), P00352. Purified ALDH1A1, NADH fluorescence, propionaldehyde substrate. Potency, µM (highest dose often 75.3 µM), inactives show at the highest dose activity, negative = inhibition, hits mostly inhibitors. actives 7.3% (n = 220,000). AID 1030, 2008; active = well fitted inhibition curve with a large enough effect, not every such curve was filed as active; inconclusive = small, poorly fitted or top-dose-only effect, or another doubt; inactive = no such curve, though single readings can be large or run the other way;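 also: plate controls were no enzyme wells and a reference inhibitor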
Tau fluor cs: Counterscreen qHTS for Inhibitors of Tau Fibril Formation, Fluorescence Polarization | tau K18 P301L Alexa594 fluorescence, heparin fibrillization | Potency, µM (highest dose often 57.7 µM), for the others: at the top dose activity change, negative = decrease | actives 0.93% (n = 280,000); also: nearly all actives have a fitted effect of over 55% in size
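Human K18 P301L tau (15 uM unlabeled plus 0.24 uM Alexa 594-labeled, final) in 100 mM sodium acetate pH 7 was mixed with compound and 20 uM heparin and incubated 6 hr at 37 C.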
TexasRed fluor: Total Fluorescence Counterscreen for Inhibitors of the Interaction of Thyroid Hormone Receptor and Steroid Receptor Coregulator 2; actives 0.29% (n = 280,000); AID 1479, 2009; Potency, µM (titrated, usually from 106 µM), without a hit: top-dose fluorescence change, negative = quenching; TRb/SRC2 Texas Red total fluorescence interference; active = well fitted curve in either direction with a large enough effect; inconclusive = small, poorly fitted or top-dose-only effect
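Flags fluorescent or light-absorbing compounds by total fluorescence, S + 2P, at 555 nm excitation and 632 nm emission. Mixture: 20 nM Texas Red SRC2 peptide, 0.6 uM human TRb LBD, 1 uM T3, 5% DMSO; compound exposure 5 h at ambient temperature.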
L3MBTL1 block: qHTS Assay for the Inhibitors of L3MBTL1. AlphaScreen L3MBTL1–H3K9me1 peptide binding. Potency, µM (doses to about 57.1 µM), for inactives: at the top dose activity, negative = inhibition, usual class: inhibitors. actives 0.66% (n = 230,000). AID 485360, 2010; also: nearly all actives have a fitted effect of over 60% in size
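First, the protein-peptide complex forms for 30 min at room temperature (L3MBTL1 50 nM, biotinylated H3K9me1 peptide 75 nM). Next, compounds are pin-transferred and incubated 30 min. Finally, AlphaScreen beads are added and read after 30 min.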
Tau ThT inhib: qHTS for Inhibitors of Tau Fibril Formation, Thioflavin T Binding; Microtubule-associated protein tau (Homo sapiens), P10636; recombinant tau K18 P301L (four-repeat tau fragment), heparin-induced fibrillization, ThT fluorescence; Potency, µM (doses to about 57.4 µM), for inactives: top-dose activity, negative = inhibition, most hits filed as inhibitors; actives 2.1% (n = 270,000); also: nearly all actives have a fitted effect of over 55% in size
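Heparin-induced (20 uM) aggregation of recombinant human K18 P301L tau, 15 uM unlabeled with 0.24 uM labeled, pH 7 acetate buffer, 6 hr at 37 C with compound. Fibrils quantified by 30 uM ThT fluorescence after 1 hr ambient incubation.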
An asterisk follows results filed as active; u = inconclusive; x = no result given; [ ] = dose if it differs, or a comment. Unless noted, calls follow the shape of the dose curve; as a rule, active = well fitted curve in the direction sought with a large enough effect; inconclusive = small, poorly fitted or top-dose-only effect, or another doubt; inactive = no such curve, though single readings can be large; an effect the other way counts as inactive or inconclusive. Unless noted, % is scaled to controls: 0 for no effect and ±100 for the full control effect; potency is read from the fitted curve at half-maximal effect. An unsorted share of the library, and some 8.5% of all compounds hit somewhere here.

Every second line gives: ALDH1A1 inh	TexasRed fluor	Tau ThT inhib	L3MBTL1 block	TRb-SRC2 inh	aGal spleen mod	Tau fluor cs	Tau fibril FP
1	Cc1ccc(S(=O)(=O)N2CC3CCCC2C3)cc1 (centres undefined)
 : -7%	0%	-17%	58%[activator]	-4%	-5%	-16%	10%
2	COC(=O)C1C2C=CC3(CN(CCc4ccccc4)C(=O)C13)O2 (centres undefined)
 : -14%	0%	1%	u	7%	-1%	2%	3%
3	COc1cnc(SC)nc1Nc1ccc(C#N)cc1
 : x	-8%	-5%	x	-7%	-1%	-10%	-7%
4	CCOc1ccc(C(CC(=O)O)NC(=O)c2cccs2)cc1OC (centres undefined)
 : 3%	-1%	-2%	14%	-4%	-7%	4%	-1%
5	COc1cc([N+](=O)[O-])ccc1NC(=O)COC(=O)c1n[nH]c2ccccc12
 : 1%	-1%	u	-1%	-5%	-5%	u	u
6	CCN(CC)S(=O)(=O)c1cccc(NC(=S)NC(=O)/C=C/c2ccc(S(=O)(=O)N3CCOCC3)cc2)c1
 : 0%	-1%[53 µM]	-4%	-9%	-17%[53 µM]	2%	0%	0%
7	CCCc1nc2oc3c(NCCCN(C)C)ncnc3c2c2c1CCCC2
 : x	-3%	2%	3%	-4%	4%	-12%	-14%
8	O=c1[nH]cnc2cc(-c3ccccc3)sc12
 : 1%	-1%	-14%	13%	-8%	3%	-12%	u
9	COc1cc(C2C(C(C)=O)=C(O)C(=O)N2c2ccc(Br)cn2)ccc1O (centres undefined)
 : -12%	1%	u	5%	-14%	-1%	-8%	-5%
10	CCOC(=O)c1c(NC(=O)Cn2nc(C(=O)O)c3ccccc3c2=O)sc(C)c1C
 : 11%	-3%	-11%	-7%	13%	2%	-20%	-8%
11	COc1ccc(OCC(=O)OCC(=O)NCc2ccc(F)cc2)cc1
 : 0%	-4%	-3%	-7%	3%	7%	-1%	-3%
12	Cc1ccc(-c2csc(NC(=O)c3cccc([N+](=O)[O-])c3C(=O)O)n2)cc1
 : -4%	-4%	u	x	2%	6%	-10%	11%
13	COc1ccc(C2C(C#N)=C(N)N(c3sc4c(c3C#N)CCCC4)C3=C2C(=O)CC(C)(C)C3)cc1 (centres undefined)
 : u	9%	-19%	x	13%	5%	-24%	-8%
14	C=CCNC(=O)c1ccccc1NC(=O)c1ccccc1
 : 11%	-1%	-2%	9%	2%	2%	-12%	u
15	C/C(=N\NC(=O)C(c1ccccc1)c1ccccc1)c1ccccn1
 : -3%	-3%	6%	-3%	-3%	2%	9%	-6%
16	CCc1sc2nc(SCC(=O)Nc3cc(C)on3)n(-c3cccc(OC)c3)c(=O)c2c1C
 : u	2%	-4%	-9%	10%	4%	-8%	9%
17	COc1ccc(N/N=C(/N=Nc2nc(C)cc(=O)[nH]2)c2ccccc2)cc1
 : -8%	2%	4.5µM*	x	-7%	-1%	u	3%
18	COCCn1nnnc1C(c1ccccc1OC)N1CCN(c2ccccc2)CC1 (centres undefined)
 : -4%	0%	3%	5%	1%	-2%	-4%	-2%
19	CC(C)(C)NC(=O)COC(=O)c1cc(Br)ccc1Cl
 : -3%	8%	-2%	3%	6%	3%	-1%	1%
20	CNc1ccc(-c2nc(-c3ccco3)no2)cc1[N+](=O)[O-]
 : x	-1%	3%	x	4%	x	-9%	-2%

Other structures
Every second line gives: ALDH1A1 inh	TexasRed fluor	Tau ThT inhib	L3MBTL1 block	TRb-SRC2 inh	aGal spleen mod	Tau fluor cs	Tau fibril FP
21	O=C(COC(=O)Cc1c(Cl)cccc1Cl)NCC1CCCO1 (centres undefined)
 : -7%	1%	4%	-8%	6%	-1%	6%	7%
22	Clc1ccc2c(c1)c1cc(Cl)ccc1n2CN1CCOCC1
 : -3%	0%	u	9%	-21%	6%	u	13µM*
23	O=C(CSC1=Nc2ccccc2C2=NC(CC(=O)NCc3ccco3)C(=O)N12)NCc1ccco1 (centres undefined)
 : 7.9µM*	5%	u	x	-19%	25%	-13%	u
24	O=C(COC(=O)CC1CCCC1)Nc1ccc(OC(F)F)cc1
 : -11%	2%	-5%	-19%	5%	3%	-14%	-1%
25	O=C(COc1ccccc1)Nc1ccc(S(=O)(=O)N2CCCCCC2)cc1
 : -11%	1%	-13%	x	1%	7%	u	-12%
26	Cc1ccc(NC(=S)Nc2ccc(Cl)c(Cl)c2)c(OC(F)F)c1
 : u	0%	4%	10%	6%	5%	-27%	u
27	COc1ccc(OC)c(C2C(C(=O)Nc3ccc(C)cc3)=C(C)Nc3nnnn32)c1 (centres undefined)
 : x	u	-3%	x	2%	x	-5%	-2%
28	CC(C)(C)n1ncc2c(=O)n(CC(=O)N3CCCCCC3)cnc21
 : -8%	1%	4%	8%	1%	-4%	-4%	-6%
29	COc1ccc(-c2cn3cccnc3n2)cc1
 : u	1%	-7%	2%	-5%	u	4%	4%
30	C=CCn1c(-c2cccn(Cc3cccc(Cl)c3)c2=O)n[nH]c1=S
 : -9%	-3%	-7%	-4%	1%	6%	-2%	2%
31	CCO[C@H]1OC(C(=O)N2CCN(Cc3ccc4c(c3)OCO4)CC2)=C[C@@H](c2ccc(C(F)(F)F)cc2)[C@@H]1CCCO
 : -8%	0%	-3%	-13%	6%	1%	1%	13%
32	CCOc1cc(/C=N/NC(=O)Nc2ccccc2)ccc1O
 : 0%	-7%	u	-5%	5%	-6%	-28%	14%
33	Cn1c(SCC(=O)NCCc2ccccc2)nnc1-c1ccncc1
 : 19%	0%	0%	-6%	-1%	5%	-2%	-8%
34	O=C(CSc1nnc(-c2ccco2)n1-c1ccccc1)NCc1ccc2c(c1)OCO2
 : -6%	1%	-1%	-2%	3%	-1%	-3%	-3%
35	O=C(CCN1CCCC1)Nc1cccc(Br)c1
 : 4%	1%	-6%	x	3%	-3%	-1%	-1%
36	Cc1ccc(/C=C/C(=O)O)cc1S(=O)(=O)N1CCc2ccccc2C1
 : 6%	1%	-8%	-4%	2%	-2%	-3%	-1%
37	COc1ccc(-c2nnc(SCc3cc(C)ccc3C)n2N)cc1
 : 22µM*	1%	-11%	0%	-1%	1%	-3%	2%
38	CCn1c(SCc2ccc(C(=O)Nc3cc(C)cc(C)c3)cc2)nnc1-c1ccncc1
 : 6%	-4%	-22%	-4%	-2%	1%	-15%	3%
39	CC1=CCC(C(=O)N/N=C/c2cccs2)C(c2ccc(F)cc2)C1 (centres undefined)
 : -17%	-1%	-4%	-16%	-8%	17%	-11%	0%
40	Fc1ccc(-n2[nH]nnc2=S)cc1N1CCCC1
 : 14µM*	-1%	-8%	-14%	-19%	6%	-6%	-2%

Continued:
Every second line gives: ALDH1A1 inh	TexasRed fluor	Tau ThT inhib	L3MBTL1 block	TRb-SRC2 inh	aGal spleen mod	Tau fluor cs	Tau fibril FP
41	CN(CC(=O)O)c1ccc(S(=O)(=O)N2CCOCC2)cc1[N+](=O)[O-]
 : 7%	0%	-7%	x	-8%	2%	-5%	-10%
42	Fc1ccc(-c2cc3nc(-c4ccccc4)cc(N4CCOCC4)n3n2)cc1
 : u	-2%	-6%	x	-1%	-12%	-20%	2%
43	C=CCOC(=O)C(C(C)=O)C(NC(=O)OC)c1cccc(F)c1 (centres undefined)
 : -14%[13.5 µM]	u	-7%[11.5 µM]	x	-2%[11.2 µM]	-11%[17.5 µM]	-9%[11.6 µM]	7%[11.6 µM]
44	CC1CCN(C(=O)CC#N)CC1
 : x	-4%	3%	2%	3%	-6%	-4%	-6%
45	O=C(Nc1cc(=O)[nH]c2ncnn12)c1ccccc1
 : -1%	-1%	-7%	1%	-4%	-6%	-9%	3%
46	COc1ccc(-n2c(-c3ccc(Br)cc3)c[n+]3c2CCCCC3)cc1
 : 10%	0%	4%	8%	-4%	3%	8%	6%
47	Cc1ccccc1-n1nc(-c2ccc(N)cc2)cc1N
 : u	-1%	u	6%	-1%	-1%	-12%	4%
48	O=S(=O)(c1cccs1)N1CCN(c2ncccn2)CC1
 : -7%	-2%	-6%	-6%	-13%	13%	-1%	1%
49	CC(C)[C@H](N)c1nnc(SCc2ccc(Cl)cc2)o1
 : 1%	2%	-8%	1%	-4%	2%	-5%	-9%
50	COc1ccccc1NS(=O)(=O)c1ccc(NC(=O)c2ccncc2)cc1
 : 4%	-4%	4%	u	2%	2%	-16%	-17%
51	COc1cccc(NC(=O)COC(=O)C2CCN(S(=O)(=O)c3cccs3)CC2)c1
 : u	-2%	-4%	-9%	1%	3%	-25%	-15%
52	O=C(CCn1c(=O)[nH]c2ccsc2c1=O)N1CCN(Cc2ccc3c(c2)OCO3)CC1
 : 4%	-3%	-8%	2%	-7%	0%	-1%	5%
53	C/C(=N\OCC(=O)N/N=C/c1ccccc1O)c1cccs1
 : -2%	-7%	u	x	2%	10%	u	-4%
54	COc1ccc(/C=N/NC(=O)c2[nH]c3ccc(Br)cc3c2-c2ccccc2)cc1
 : u	0%	-4%	-5%	2%	7%	u	u
55	CCOC(=O)c1cccc(NC(=O)c2cnn(-c3ccccc3)c2-n2cccc2)c1
 : x	-1%	-9%	x	-2%	x	-27%	5%
56	COc1cc2[nH]c(=O)n(CCCC(=O)N3CC=C(c4ccccc4)CC3)c(=O)c2cc1OC
 : u	0%	-22%	x	-1%	2%	-13%	0%

Whole records from above.
COc1ccc(-n2c(-c3ccc(Br)cc3)c[n+]3c2CCCCC3)cc1 as listed: ALDH1A1 inh = 10%; TexasRed fluor = 0%; Tau ThT inhib = 4%; L3MBTL1 block = 8%; TRb-SRC2 inh = -4%; aGal spleen mod = 3%; Tau fluor cs = 8%; Tau fibril FP = 6%
CC1CCN(C(=O)CC#N)CC1 as listed: ALDH1A1 inh = x; TexasRed fluor = -4%; Tau ThT inhib = 3%; L3MBTL1 block = 2%; TRb-SRC2 inh = 3%; aGal spleen mod = -6%; Tau fluor cs = -4%; Tau fibril FP = -6%
